Screens as filed in PubChem.
TRPC6 inhibitor: inhibitors of mouse TRPC6 channel; HEK293-TRPC6, membrane potential dye, ACh-evoked depolarization; active compounds read low; B-score at 10 µM; 310,000 tested, 1.1% active;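 active means B-score under library mean minus 3 SD, initial fluorescence not abnormally high, positive integrated signal ratio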;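 further: B-score derived from integrated fluorescence ratio over the kinetic read; more negative B-score means stronger inhibition of depolarization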
SKKanGAS inh: blocks kanamycin growth of S. pyogenes SKKanGAS strain | 300,000 tested, 1.3% active | BacTiter-Glo, 6 h | inhibition, % at 7.5 µM;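 active means mean replicate score, as percent of positive control median, at least 50; inconclusive means mean below 50 but one replicate at or above 50; inactive means mean and every replicate below 50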;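 further: strain carries kanamycin resistance gene driven by streptokinase promoter and grows in 40 µg/ml kanamycin; loss of luminescence reflects streptokinase promoter inhibition or plain growth inhibition; 0% = median of DMSO wells and 100% = positive control at its reference dose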
MrgX1 allo act: allosterically activates human MrgX1 receptor signaling; MrgX1-HEK293, Fluo-4 calcium flux, FDSS; active compounds read high; B-score at 10 µM; 310,000 tested, 0.63% active;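 active means plate-corrected calcium response at least 3 library SD above typical, normal starting fluorescence, not activating the receptor alone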;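 further: compound read alongside a low EC10 to EC30 dose of BAM8-22 agonist; peak minus trough fluorescence over baseline measured at the second addition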
Target sequence (Q96LB2 whole entry, looked up): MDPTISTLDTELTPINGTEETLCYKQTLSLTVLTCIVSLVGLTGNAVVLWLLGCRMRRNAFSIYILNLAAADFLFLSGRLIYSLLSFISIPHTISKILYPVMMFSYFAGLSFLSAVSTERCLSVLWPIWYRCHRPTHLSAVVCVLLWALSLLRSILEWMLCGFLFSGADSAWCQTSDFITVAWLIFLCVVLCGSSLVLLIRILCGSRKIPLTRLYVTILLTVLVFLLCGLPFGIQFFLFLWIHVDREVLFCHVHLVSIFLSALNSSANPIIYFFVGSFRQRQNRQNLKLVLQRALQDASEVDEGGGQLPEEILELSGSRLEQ
TRPC6 activator: activators of mouse TRPC6 channel | Q61143 | HEK293-TRPC6 membrane potential dye fluorescence; active compounds read high | B-score at 10 µM | 310,000 tested, 0.13% active | AID 2550;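 active means B-score of the integrated fluorescence ratio above library mean plus 3 SD, and starting fluorescence ratio within library mean plus 5 SD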;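 further: higher score means more depolarization so channel activation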
RGS4 pot: RGS4 potentiation or activation; HEK293 M3R/inducible RGS4, carbachol calcium flux Fluo4; active compounds read low; 310,000 tested, 0.92% active; B-score at 10 µM; AID 463111;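 active means B-score of the integrated calcium signal more than 4 SD below the library mean, with starting fluorescence not abnormally high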;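 further: negative B-score means reduced calcium response which marks RGS4 activation or potentiation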
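test system = M3R-expressing HEK293 line, RGS4 induced by doxycycline | probe or stimulus = carbachol at ECmax as muscarinic agonist stimulus | timing = dye loading 30 min 37 °C, buffer rest 30 min RT | signal = calcium dye Fluo4 fluorescence | evaluation = B score from integrated fluorescence ratio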
HDAC3 inhib: inhibitors of human histone deacetylase 3 | O15379 | 320,000 tested, 0.15% active | inhibition, % at 8.3 µM | recombinant HDAC3, fluorogenic peptide/trypsin coupled, fluorescence; in the data active means inhibition above about 26%, passing the limit was not always enough; inconclusive means no clear call, values can overlap the other calls
Target sequence (O15379 whole entry, looked up): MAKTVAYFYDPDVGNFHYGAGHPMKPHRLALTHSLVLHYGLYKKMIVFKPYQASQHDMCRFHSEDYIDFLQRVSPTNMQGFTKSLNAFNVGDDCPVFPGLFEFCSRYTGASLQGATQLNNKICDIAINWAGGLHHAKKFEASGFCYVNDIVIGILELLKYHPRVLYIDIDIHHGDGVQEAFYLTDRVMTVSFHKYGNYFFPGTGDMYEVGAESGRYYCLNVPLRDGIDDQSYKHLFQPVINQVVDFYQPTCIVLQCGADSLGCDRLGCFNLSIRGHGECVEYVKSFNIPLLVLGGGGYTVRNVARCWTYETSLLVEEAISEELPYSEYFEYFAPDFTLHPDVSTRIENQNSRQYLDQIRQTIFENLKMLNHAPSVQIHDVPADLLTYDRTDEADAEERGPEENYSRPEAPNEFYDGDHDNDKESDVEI
MrgX1 ag: activates human MrgX1 receptor signaling. Q96LB2. MrgX1-HEK293 cells, Fluo-4 calcium fluorescence, agonist mode; active compounds read high. B-score at 10 µM. 310,000 tested, 0.44% active. AID 588627;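 active means calcium response B-score plate-corrected fluorescence ratio at least 3 library SD, with starting fluorescence B-score inside 5 SD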
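Material – MrgX1-expressing HEK293 cells · Input – 15,000 cells seeded per well · Dosing – compound as first of three additions · Times – overnight seeding, then 1 h dark dye loading · Measured by – kinetic Fluo-4 NW fluorescence of intracellular calcium · Read-out – B-scored fluorescence response ratio · Benchmarks – positive and negative control wells on each plate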
TMEM16A inh: mouse TMEM16A channel inhibition, primary screen; HEK293 TMEM16A/YFP iodide influx fluorescence, ionomycin; normalized B-score (activity score, 25-100; higher = stronger inhibition) at 10 µM; 310,000 tested, 1.2% active; AID 588511;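 active means ratio plate-corrected score three or more library SD toward inhibition, starting fluorescence score within five deviations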;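 further: score derived from kinetic fluorescence span divided by baseline fluorescence per well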
TMEM16A act: mouse TMEM16A channel activation, primary screen | Q8BHY3 | HEK293 TMEM16A/YFP-H148Q/I152L, iodide quench fluorescence; active compounds read low | B-score at 10 µM | 340,000 tested, 0.3% active | AID 623877;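 active means fluorescence-ratio B-score plate-corrected deviation score at least 3 library SD below zero, with starting fluorescence score within 5 deviations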;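 further: channel opened by trigger with iodide after compound preincubation; score built on the fluorescence ratio of max minus min over baseline; more negative score means more quench and so TMEM16A activation or potentiation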
RGS4 block: inhibitors of human RGS4. HEK293 M3R/RGS4 inducible, Fluo-4 calcium flux; active compounds read high; triggered by carbachol at its EC20. B-score at 10 µM. 310,000 tested, 0.45% active. AID 463165;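 active means B-score, a plate-corrected calcium signal, over three deviations above library mean, with baseline fluorescence within five deviations of library mean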;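 further: RGS4 expression induced by doxycycline in cells with stable M3 receptor; B-score is computed from the integrated fluorescence ratio over baseline after carbachol; higher B-score means a larger calcium signal and so more RGS4 inhibition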
Target sequence (P49798 whole entry, looked up): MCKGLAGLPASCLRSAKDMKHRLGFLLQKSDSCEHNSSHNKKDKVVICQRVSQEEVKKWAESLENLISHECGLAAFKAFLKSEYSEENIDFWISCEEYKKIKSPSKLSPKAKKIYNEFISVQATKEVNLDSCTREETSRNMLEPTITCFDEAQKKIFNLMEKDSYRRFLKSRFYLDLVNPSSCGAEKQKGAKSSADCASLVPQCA
MrgX1 antag: human MrgX1 receptor antagonism, primary screen. MRGX1-HEK293 calcium flux, Fluo-4, BAM8-22 antagonism; active compounds read low. B-score at 10 µM. 310,000 tested, 1.3% active. AID 588676;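 active means calcium-response B-score plate-corrected more than 3 library SD below zero, starting fluorescence within 5 deviations, no agonist response on first addition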;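 further: peak minus trough fluorescence over baseline after final BAM8-22 challenge near maximal dose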
* marks the source's active call; other numbers are inactive results; i = inactive; ? = inconclusive; . = not tested or not shown. Not a hit list, and some 6.7% of all compounds hit somewhere here.

SMILES	TRPC6 inhibitor	SKKanGAS inh	MrgX1 allo act	TRPC6 activator	RGS4 pot	HDAC3 inhib	MrgX1 ag	TMEM16A inh	TMEM16A act	RGS4 block	MrgX1 antag
O=C(Cn1ncc2c3ccccc3n(Cc3ccccc3)c2c1=O)NCCCN1CCCC1=O	i	0.7	i	i	i	-7.7	i	i	i	i	-8.09*
O=C(COc1ccccc1)Nc1ccccc1F	i	-2.5	i	i	i	-2.7	i	i	i	i	i
Cc1ccnc(NS(=O)(=O)c2ccc(NC(=O)Cc3ccccc3)cc2)n1	i	5.7	i	i	i	-12.5	i	i	i	i	i
Cc1cc(S(=O)(=O)NCCCn2ccnc2)c(C)cc1Cl	i	-2.0	i	i	i	2.1	i	i	i	i	i
O=C(CSc1nnc(CNC(=O)c2ccco2)o1)NC1CCCC1	i	1.2	i	i	i	5.1	i	i	i	i	i
COc1ccc(N(C(=O)c2ccco2)C(C(=O)NC2CCCC2)c2ccc(N(C)C)cc2)cc1 (stereo unspecified)	i	1.2	i	i	i	-0.9	i	i	i	i	i
CCCc1[nH]n(-c2ccc([N+](=O)[O-])cc2)c(=O)c1C=NCCCn1ccnc1	i	4.0	i	i	i	8.8	i	i	i	i	i
CN(C)C(=O)CSc1nnc(-c2cccs2)n1-c1ccccc1	i	-5.7	i	i	i	-6.0	i	i	i	i	i
CCCCN(C)CCNC(=O)C1CCN(S(=O)(=O)c2cccc3nsnc23)CC1	i	-6.9	i	i	i	2.0	i	i	i	i	i
C=CC(=O)Nc1sc2c(c1C(N)=O)CCCC2	i	-0.4	i	i	i	-6.0	i	i	i	i	i
CCOc1cccc2c1OC1(C)CC2NC(=O)N1Cc1ccccc1 (stereo unspecified)	i	-2.8	.	i	i	.	.	.	i	i	.
Cc1cccc(C)c1NC(=O)c1sc(Cl)nc1C	i	-3.2	i	i	i	-0.6	i	i	i	i	i
CCN(CC(=O)Nc1c(F)cccc1F)C(=O)c1csc2c1CCCC2	i	-7.3	i	i	i	3.4	i	i	i	i	i
CCOc1cc(C2C(C(=O)OC)=CN(C3CCCC3)C=C2C(=O)OC)cc(Br)c1O	i	-0.3	i	i	i	-1.9	i	i	i	i	i
Cc1cc(C(=O)CSc2ccc3c(c2)OCCO3)c(C)n1C1CC1	i	2.1	i	i	i	-5.8	i	i	i	i	i
CNc1c(NS(=O)(=O)c2ccc(F)cc2)c(=O)oc2ccccc12	i	2.4	i	i	i	3.3	i	i	i	i	i
COc1ccc2c(c1)nc(NCCCO)n2Cc1ccccc1	i	-3.8	i	i	i	-1.9	i	i	i	i	i
COc1cc(CCC(=O)Nc2ccc(S(=O)(=O)NC3=NCCCCC3)cc2)cc(OC)c1OC	i	-3.5	i	i	i	-0.5	i	i	i	i	i
Cc1cc2c(cc1S(=O)(=O)N1CCN(c3cccc(C)c3C)CC1)OCCN2C	i	10.1	i	i	i	4.6	i	i	i	i	i
CSc1ncccc1C(=O)OCn1nnc2ccccc2c1=O	i	1.8	i	i	i	6.3	i	i	i	i	i
COc1ccc(CN2CCC(Oc3ccc(C(=O)N4CCCC4)cc3)CC2)c(F)c1	i	-3.6	i	i	i	1.6	i	i	i	i	i
CCOc1cc(/C=C/c2cc(C(=O)O)c3ccccc3n2)ccc1O	i	11.2	i	i	i	11.5	i	i	i	i	i
O=C(Nc1ccc(N2CCCCC2)c(C(=O)O)c1)c1ccco1	i	1.4	i	i	i	-5.9	i	i	.	i	i
CCC/C(=N\NC(=O)c1csc(C)c1C)c1cccs1	i	-2.2	i	i	i	1.0	i	i	i	i	i
CN(C)CCNc1nc2c(c(=O)[nH]c(=O)n2C)n1CC(O)COc1ccc(Cl)cc1Cl (stereo unspecified)	i	0.4	i	i	i	14.1	i	i	i	i	i
COc1ccc(OCC(=O)Nc2ccc3c(c2)nc(CCn2ccccc2=O)n3C)cc1	i	0.1	i	i	i	0.4	i	i	i	i	i
CC(NCc1ccc([N+](=O)[O-])cc1)C1COc2ccccc2O1 (stereo unspecified)	i	4.6	i	i	i	-8.0	i	i	i	i	i
COc1ccccc1N1CCN(Cc2cc(=O)c(OCC(=O)NC3CCCC3)co2)CC1	i	-2.9	i	i	i	.	i	i	i	i	i
O=C(O)CCCNC(=O)/C=C/c1ccco1	i	3.2	i	i	i	2.1	i	i	i	i	i
CN1CCN(c2nnc(-c3ccccc3)c(-c3ccccc3)n2)CC1	i	1.8	i	i	i	4.8	i	i	i	i	i
Nc1nnc(SCC(=O)NC2CCCCCC2)s1	i	-3.6	i	i	i	-1.6	i	i	i	i	i
NC(=O)C1CCN(CC(=O)Nc2ccc(S(=O)(=O)N3CCOCC3)cc2)CC1	i	-2.2	i	i	i	-5.5	i	i	i	i	i
CC(C)(C)c1ccc(C(=O)Nc2cnccn2)cc1	i	1.4	i	i	i	?	i	i	i	i	i
CC(C)N1CCN(Cc2nc(-c3ccccc3)cs2)CC1CCO (stereo unspecified)	i	4.7	i	i	i	-0.8	i	i	i	i	i
O=C(C1CCN(CC2CC=CCC2)CC1)N(CCc1ccccc1)Cc1ccccc1 (stereo unspecified)	i	5.0	i	i	i	1.1	i	i	i	i	i
CCN(CC)S(=O)(=O)c1cccc(N=NC2=C(O)CCCC2=O)c1	i	10.3	i	i	i	4.2	i	i	i	i	i
O=C(CSc1nc(C2CC2)nc2sc3c(c12)CCCC3)NCc1ccco1	i	-1.5	i	i	i	3.0	i	i	i	i	i
COCCCNC(=S)N(CCCO)Cc1cc2cc3c(cc2[nH]c1=O)OCO3	i	1.3	i	i	i	-13.3	i	i	i	i	i
Cc1ccc(Cn2nc(C)c(NC(=O)c3noc4c3CCCCC4)c2C)cc1	i	0.1	i	i	i	?	i	i	i	i	i
O=C1/C(=C/c2cccc(F)c2)Oc2cc(O)ccc21	i	1.0	i	i	i	5.3	i	i	i	i	i
CC1(C)CC(=O)C=C(Nc2ccc(O)c(C(=O)O)c2)C1	i	-2.0	i	i	i	10.3	i	i	i	i	i
COc1ccc(Cl)cc1NC(=O)CN1CCN(S(=O)(=O)N2CCOCC2)CC1	i	-0.9	i	i	i	-0.9	i	i	i	i	i
Cc1cc(C)n(CCNC(=O)C2CCC(=O)N(CC3CCCCC3)C2)n1 (stereo unspecified)	i	3.5	i	i	i	0.6	i	i	i	i	i
CC(C)(C)n1nc2c(c1NC(=O)c1ccccc1F)CS(=O)C2 (stereo unspecified)	i	-1.1	i	i	i	2.8	i	i	i	i	i
O=C(CNS(=O)(=O)c1ccccc1)NNC(=O)C(Cl)Cl	i	-1.9	i	i	i	4.8	i	i	i	i	i
CC1CCN(CCNC(=O)CN(C)S(=O)(=O)c2cccc3nsnc23)CC1	i	1.3	i	i	i	-1.7	i	i	i	i	i
CCOc1ccc(C2CC(c3ccccc3C)n3ncnc3N2)cc1 (stereo unspecified)	i	-0.8	i	i	i	-6.9	i	i	i	i	i
O=C(Nc1ccc2ccccc2n1)C1CCCCC1	i	-2.7	i	i	i	-3.5	i	i	i	i	i
COC(=O)c1ccc(CSc2nnc(NC(=O)c3cc4c(s3)CCCC4)s2)cc1	i	3.9	i	i	i	-13.0	i	i	i	i	i
O=[N+]([O-])c1cc(C(F)(F)F)ccc1N/N=C/c1cc2ccccc2nc1Cl	i	-0.2	i	i	i	?	i	i	.	i	i
Cn1cnnc1SCc1ccc(C(=O)N/N=C(\CCC(=O)O)c2ccc(C(C)(C)C)cc2)cc1	.	.	i	.	.	-1.7	i	i	i	.	i
CC1CC(C)CN(CCOCCSc2ccccc2)C1 (stereo unspecified)	i	6.3	i	i	i	?	i	i	i	i	i
CC(C)C1=C2CCCCC2NC(=O)N1 (stereo unspecified)	i	-1.8	i	i	i	-3.7	i	i	i	i	i
CCc1ccc(C(=O)N/N=C/c2cccc3ccccc23)nc1	i	-8.0	i	i	i	-0.2	i	i	i	i	i
Cc1nn(C(=O)c2cccs2)c(C)c1CN1C(=O)c2ccccc2C1=O	i	-5.0	i	i	i	3.2	i	i	i	i	i
O=C(N/N=C/c1ccc(Br)o1)c1cccnc1	i	3.1	i	i	i	-11.1	i	i	i	i	i
CC(=O)Nc1ccc(N2C(=O)C3C4CC(=O)C(c5ccccc54)C3C2=O)cc1 (stereo unspecified)	i	-2.8	i	i	i	-8.3	i	i	i	i	i
Cc1ccccc1-c1nc2cc(Cl)ccc2o1	i	-3.1	i	i	i	-0.7	i	i	i	i	i
Cc1ccc(C2=NN(C(=O)CCCC(=O)O)C(c3ccco3)C2)cc1 (stereo unspecified)	i	-3.8	i	i	i	-3.6	i	i	i	i	i
OC(CN1CCc2ccccc2C1)c1ccccc1 (stereo unspecified)	i	3.0	i	i	i	10.5	i	i	i	i	i

More results:
SMILES	TRPC6 inhibitor	SKKanGAS inh	MrgX1 allo act	TRPC6 activator	RGS4 pot	HDAC3 inhib	MrgX1 ag	TMEM16A inh	TMEM16A act	RGS4 block	MrgX1 antag
NC(=S)Nc1ccc(F)cc1F	i	-9.6	i	i	i	-5.8	i	i	i	i	i
CC(Sc1nc2ccccc2n1C)C(=O)Nc1ccc(N2CCOCC2)cc1 (stereo unspecified)	i	7.0	i	i	i	3.4	i	i	i	i	i
C=CCNC(=O)CCCCCNS(=O)(=O)c1ccc(OC)cc1	i	1.4	i	i	i	2.0	i	i	i	i	i
Cc1ccc(N2CC(O)=C(c3ccccc3)C2=N)cc1	i	19.6	i	i	i	-3.4	i	i	i	i	i
Cc1[nH]nc2c1-c1nc3ccccc3nc1C(C)(C)C2	i	15.1	i	i	i	-1.5	i	25*	i	i	i
COc1cccc(-c2cc(C(=O)Nc3ccccc3)c3ccccc3n2)c1	i	8.6	i	i	i	6.6	i	i	i	i	i
CC1(C)CC2(CCO1)OC(=O)CC2C(=O)Nc1c(Cl)cccc1Cl (stereo unspecified)	i	1.9	i	i	i	-2.3	i	i	i	i	i
Cc1ccccc1N(Cc1cc(=O)[nH]c2ccccc12)C(=O)C(C)C	i	0.5	i	i	i	1.5	i	i	i	i	i
COC(=O)c1c(CCl)noc1C(=O)NCC1CCCO1 (stereo unspecified)	.	.	i	.	.	-3.5	i	i	i	.	i
CCC[C@H]1COCCS(=O)(=O)N1Cc1ccccc1F	i	-1.2	i	i	i	4.6	i	i	i	i	i
COc1ccccc1CNC(=O)c1ccccc1OCc1ccc(F)cc1	i	2.4	i	i	i	0.0	i	i	i	i	i
NC(=O)C(c1ccccc1)C1CCCC1 (stereo unspecified)	i	1.7	i	i	i	-2.0	i	i	i	i	i
